H37Rv inhibition – M. tuberculosis growth inhibition, HTS (AID 449762); 330,000 tested, 0.59% active; one-dose inhibition, % at 25 µM; IC50 in µM for titrated hits; M. tuberculosis H37Rv growth inhibition, 7H9 media; higher % means a stronger effect; in the data active means a potency from the dose series; inconclusive means inhibition above about 70% without an active follow-up result;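 further: bacterial growth assessed after seven days of incubation; strong numbers were not always called active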
inhibitors of VEEV – inhibitors of VEEV TC-83 cytopathic effect, confirmation, Vero cells (AID 588727) | Vero cells, VEEV TC-83 cytopathic effect inhibition; higher % means a stronger effect | one-dose inhibition, % at 20 µM; IC50 in µM for titrated hits | 350,000 tested, 0.13% active; in the data active means a potency from the dose series; inconclusive means inhibition mostly from about 14% at the one dose, without a potency; inactive means the rest, 99 in 100 with inhibition below about 12%; further: strong numbers were not always called active
M. tuberculosis – growth inhibition of non-replicating M. tuberculosis (AID 488890) | Mycobacterium tuberculosis non-replicating, growth inhibition; higher % means a stronger effect | inhibition, % at 25 µM; hits with a dose series show IC50 in µM | 320,000 tested, 0.39% active; in the data active means a potency from the dose series; inconclusive means inhibition mostly from about 82% at the one dose, without a potency; inactive means the rest, 99 in 100 with inhibition below about 76%;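 further: plate controls were DMSO cells for no effect and high antibiotic wells for full effect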
Salmonella PhoP GFP – Inhibition of PhoP regulon, Salmonella typhi GFP reporter cells, confirmation, 4 h (AID 1850); Salmonella Typhi PhoP-promoter GFP reporter, fluorescence, 4 h; higher % means a stronger effect; one-dose inhibition, % at 50 µM; IC50 in µM for titrated hits; 310,000 tested, 0.33% active; in the data active means a potency from the dose series; inconclusive means inhibition mostly from about 25% at the one dose, without a potency; inactive means the rest, 99 in 100 with inhibition below about 19%;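 further: 0% = induced wells with vehicle and 100% = uninduced wells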
H1N1 NS1A inhibition – NS1A inhibition, H1N1 influenza, cell based functional assay (AID 504329); 340,000 tested, 0.3% active; NS1A functional cell-based assay, percent inhibition; higher % means a stronger effect; inhibition, % at 12.5 µM; hits with a dose series show IC50 in µM; in the data active means a potency from the dose series; inconclusive means inhibition above about 27% without an active follow-up result; further: strong numbers were not always called active
inhibitors of VEEV 10K pilot screen – recorded beside inhibitors of VEEV, whose call it bears; inhibition, %; measured here: 10K pilot screen inhibition
Active calls of the source: *; i = inactive; ? = inconclusive; · = not tested or not shown.

SMILES	H37Rv inhibition	inhibitors of VEEV	M. tuberculosis	Salmonella PhoP GFP	H1N1 NS1A inhibition	others
CC1CCCCN1C(=O)Cc1ccc(Cl)cc1 (centres undefined)	1%	3.2%	29%	-8%	2%
CN(C)C(CNC(=O)C1CCN(S(=O)(=O)c2ccccc2)CC1)c1ccccc1 (centres undefined)	2%	0.2%	7%	-22%	-3%
O=C(O)c1cccc(S(=O)(=O)N(Cc2ccccc2)c2cccc(C(F)(F)F)c2)c1	-1%	i	-2%	-2%	-3%
CC(C)(C)NS(=O)(=O)c1ccc(CCC(=O)Nc2ccc3c(c2)OCO3)cc1	3%	0.4%	-3%	-7%	-4%
O=C(c1cc(Br)ccc1Cl)N1CCC2(CC1)OCCO2	-3%	i	-2%	7%	-4%
COc1ccc(CCNC(=O)CCc2nc3ccccc3[nH]2)cc1OC	5%	0.6%	2%	5%	1%
COc1ccccc1NC(=O)CCCc1c[nH]c2ccccc12	4%	9.4%	29%	-8%	-2%
CCCOc1ccc(C(=O)NCC(c2cccs2)N(C)C)cc1 (centres undefined)	-1%	4.4%	23%	1%	-16%
COC(=O)c1cc(Br)cn1S(=O)(=O)c1ccccc1	12%	1.8%	10%	7%	2%
CCOc1ccc(C(C)NC(=O)CCC(=O)O)cc1 (centres undefined)	8%	i	-3%	-25%	-10%
Cc1nn(Cc2cccc3ccccc23)c(C)c1NC(=O)c1cccnc1	3%	i	11%	1%	1%
CCOc1ccccc1NC(=O)C1CCN(S(C)(=O)=O)CC1	-6%	0.1%	3%	4%	-1%
O=[N+]([O-])c1ccc(Cl)c(/C=N/N2CCN(Cc3ccc(Cl)cc3)CC2)c1	14%	i	31%	18%	0%	inhibitors of VEEV 10K pilot screen=0.5
O=C(C[n+]1ccsc1)c1ccccc1	4%	i	-23%	-4%	-1%
Cc1ccccc1NC(=O)C1CCCN(S(=O)(=O)c2ccc3c(c2)C(C)(C)C(=O)N3C)C1 (centres undefined)	-2%	0.6%	57%	·	2%

Structures shown so far containing a COOH group:
SMILES	H37Rv inhibition	inhibitors of VEEV	M. tuberculosis	Salmonella PhoP GFP	H1N1 NS1A inhibition	others
O=C(O)c1cccc(S(=O)(=O)N(Cc2ccccc2)c2cccc(C(F)(F)F)c2)c1	-1%	i	-2%	-2%	-3%
CCOc1ccc(C(C)NC(=O)CCC(=O)O)cc1 (centres undefined)	8%	i	-3%	-25%	-10%

Structural class, the entries above containing bromine
SMILES	H37Rv inhibition	inhibitors of VEEV	M. tuberculosis	Salmonella PhoP GFP	H1N1 NS1A inhibition	others
O=C(c1cc(Br)ccc1Cl)N1CCC2(CC1)OCCO2	-3%	i	-2%	7%	-4%
COC(=O)c1cc(Br)cn1S(=O)(=O)c1ccccc1	12%	1.8%	10%	7%	2%

Next part.
SMILES	H37Rv inhibition	inhibitors of VEEV	M. tuberculosis	Salmonella PhoP GFP	H1N1 NS1A inhibition	others
CCC1CCc2sc(C(=O)N3CCN(c4ccccn4)CC3)cc2C1 (centres undefined)	-4%	6.4%	6%	-4%	0%
CCC(C)[C@H]1CN=C(N)N1CC1CCCCC1 (some centres undefined)	-10%	·	31%	-1%	·
CC(C)(C)c1ccc(-c2nnc(SCCC#N)n2C2CCCC2)cc1	13%	i	13%	0%	5%
Cc1ccc(S(=O)(=O)N/N=C\c2ccc(C)o2)cc1	5%	i	-4%	5%	0%
COc1ccccc1NC(=O)Cn1nnc(-c2ccccc2NC(=O)c2cnccn2)n1	6%	3.9%	-2%	-9%	11%
O=C(O)c1cc(S(=O)(=O)Nc2cccc(Oc3ccccc3)c2)ccc1Br	0%	0.8%	-6%	-12%	-1%
O=c1c2ccccc2nc(COc2ccccc2)n1/N=C/c1ccc(O)cc1O	2%	10%	20%	26%	-6%
COc1ccc(/C=N/NC(=S)Nc2cc(C(F)(F)F)ccc2Cl)cc1	7%	3.0%	-8%	2%	·
CC(C)(C)NCc1ccc(OCc2cccs2)cc1	0%	0.8%	-12%	10%	-4%
CSC1=C(C#N)C(c2ccc3c(c2)OCO3)C2=C(CCCC2=O)N1 (centres undefined)	6%	4.3%	5%	2%	0%
Cc1c(C(=O)N2CCOCC2)c(S(=O)(=O)Nc2ccccc2F)c(C)n1C	-4%	i	-14%	-3%	1%
Cc1ccc(S(=O)(=O)NCc2ccccc2)cc1C(=O)NC1CCCCC1	-16%	6.5%	-1%	-4%	-5%
O=C(Nc1cc2c(cc1Br)OCCO2)c1cccnc1	-4%	0.6%	3%	-7%	-3%
O=C1NC(c2cccc(Cl)c2)Nc2ccccc21 (centres undefined)	-6%	0.6%	7%	2%	11%
O=C(N=Nc1c(O)[nH]c2ccccc12)c1cc(-c2ccc(F)cc2)n[nH]1	0%	8.3%	1%	-8%	-6%
O=C(CC(=O)Nc1cccc(Cl)c1Cl)Nc1cccc(Cl)c1Cl	-3%	0.9%	3%	-3%	-9%
COc1ccc(CN(C(=O)Cn2nnc3ccccc32)C(C(=O)NC(C)(C)C)c2ccco2)cc1 (centres undefined)	5%	i	-9%	3%	-2%
CCN(CC)CCNC(=O)c1cn(C)c2ccc(S(=O)(=O)N(C)C3CCCCC3)cc2c1=O	-5%	1.2%	-3%	-10%	2%
O=C1N/C(=N\N=C\c2ccco2)SC1Cc1ccccc1[N+](=O)[O-] (centres undefined)	1%	3.8%	9%	1%	4%
C=CCc1cccc2cc(C(=O)NC3=C(C#N)CCC3)c(=O)oc12	59%	2.4%	?	5%	21%
Cc1cccc(NS(=O)(=O)c2cccc(C(=O)NCC(C)(C)N3CCOCC3)c2)c1	2%	0.7%	11%	17%	4%
O=C(CCN1C(=O)C2CCCCC2C1=O)Nc1ccc(F)c(F)c1F (centres undefined)	-1%	0.3%	4%	2%	-7%
O=c1c2ccccc2c(C=NCCCN2CCOCC2)c(O)n1Cc1ccccc1	9%	6.6%	11%	-4%	11%
CCCCNC(=O)c1cccnc1SCC(=O)Nc1ccccc1OC	-1%	1.8%	-12%	-6%	-3%
COCCSc1ccccc1C(=O)Nc1cc([N+](=O)[O-])ccc1OC	0%	1.5%	14%	6%	0%
CC(=O)NCCNC(=O)c1cc(-c2cccc3ccccc23)nc2ccccc12	-10%	5.7%	-4%	-9%	26%
O=C(COC(=O)c1cccc([N+](=O)[O-])c1)c1ccc(OCc2ccccc2)cc1	-1%	3.2%	78%	-9%	-6%
Cc1ccnc(NC(=O)c2ccc3[nH]c(=O)c(=O)[nH]c3c2)c1	-1%	1.8%	-13%	5%	-1%
COc1ccc2c(c1)c(CCNNC(=O)C(C)(C)C)c(C)n2C(=O)c1ccc(Cl)cc1	-1%	4.4%	24%	5%	19%
COc1ccc(N2C(=O)C3CCCN3C2c2cc(OC)c(OC)c(OC)c2)cc1 (centres undefined)	-3%	i	4%	7%	-3%

A stretch taken from the entries so far:
SMILES	H37Rv inhibition	inhibitors of VEEV	M. tuberculosis	Salmonella PhoP GFP	H1N1 NS1A inhibition	others
COc1ccc2c(c1)c(CCNNC(=O)C(C)(C)C)c(C)n2C(=O)c1ccc(Cl)cc1	-1%	4.4%	24%	5%	19%
COc1ccc(N2C(=O)C3CCCN3C2c2cc(OC)c(OC)c(OC)c2)cc1 (centres undefined)	-3%	i	4%	7%	-3%

Next section.
SMILES	H37Rv inhibition	inhibitors of VEEV	M. tuberculosis	Salmonella PhoP GFP	H1N1 NS1A inhibition	others
Cc1ccc(C(=O)CCC(=O)OCC(=O)NNC(=O)c2ccccc2Cl)cc1	-3%	1.0%	20%	·	-8%
Cc1ccc(Oc2ccc(/C=N/O)cn2)cc1	4%	i	10%	-8%	5%
Cn1c(=O)n(CCOc2ccc(Cl)cc2Cl)c2ccccc21	-7%	5.9%	5%	3%	-29%
O=C(O)c1ccc(-n2nnc3ccccc32)c([N+](=O)[O-])c1	7%	4.6%	-1%	-1%	-10%
O=C(O)c1ccccc1Nc1ccccc1C(=O)O	5%	0.8%	9%	7%	5%
Nc1cc(=O)[nH]c(SCC(=O)NCCC2=CCCCC2)n1	-1%	i	16%	·	-13%
O=[N+]([O-])c1cc(S(=O)(=O)Nc2ccccc2)ccc1N1CCN(c2ccccc2)CC1	?	25%	30%	-12%	9%
COc1ccc(OC)c(S(=O)(=O)NC2CC2)c1	3%	1.5%	0%	-2%	-19%
O=C(CN1C(=O)CC(c2ccccc2)S(=O)(=O)c2ccccc21)N1CCCCC1 (centres undefined)	2%	0.7%	2%	-9%	-12%
CCOC(=O)Nc1ccc(C(N)=O)cc1	-6%	i	-12%	-11%	-2%
CCn1c(=S)[nH]c2cc(S(=O)(=O)N3CCOCC3)ccc21	8%	9.2%	9%	·	2%
COc1ccccc1C(=O)NCC(=O)N=Nc1c(O)n(C(C)C)c2ccccc12	7%	0.5%	0%	-20%	11%
CCN(CC)S(=O)(=O)c1ccc(NC(=O)CSc2nc3nc(C)cc(C)c3c(=O)[nH]2)cc1	·	6.6%	·	·	-7%
COc1ccc(NC(=O)COc2ccccc2)cc1Cl	?	i	i	-6%	-4%
COc1cccc(/C(O)=C/c2nc3ccc(C(=O)NCCc4ccc(Cl)cc4)cc3[nH]c2=O)c1	·	8.7%	·	·	3%
COc1ccc(/C=N/NC(=O)c2cc(C)oc2C)cc1OC	2%	0.7%	-12%	2%	-22%
Cc1nc(N)sc1C(=O)Nc1ccccc1	6%	0.8%	6%	-13%	-4%
O=C(NC1c2ccccc2-c2ccccc21)c1ccccc1	5%	i	5%	-7%	6%
O=C1NC(=O)N(Cc2ccc(F)cc2)C(=O)/C1=C\c1ccoc1	4%	i	-10%	13%	15%
CC(=O)NC(Cc1ccc(F)cc1)C(=O)NC1CCN(C(=O)Nc2ccc(F)cc2)CC1 (centres undefined)	3%	1.2%	-6%	4%	1%
CCC(=O)c1ccc(OCC(=O)OCC(=O)NCCC2=CCCCC2)cc1	0%	1.8%	37%	-4%	-2%
Cc1ccc2[nH]c(=S)cc(C)c2c1	·	8.1%	8%	-10%	3%
Cc1ccc(-n2c(=O)c3ccccc3n(CC(=O)NCc3ccco3)c2=O)cc1	-5%	1.4%	-10%	6%	-9%
Cc1oc2cc(O)ccc2c(=O)c1Oc1ccccc1Br	-1%	7.4%	·	12%	-4%
COc1ccccc1N1CCN(C(=O)c2cccc(NC3=NC4CS(=O)(=O)CC4S3)c2)CC1 (centres undefined)	4%	0.7%	-6%	-9%	-2%	inhibitors of VEEV 10K pilot screen=1.8
Cc1ccc(C(c2nnnn2CS(=O)(=O)c2ccc(C)cc2)N2CCCC2)cc1 (centres undefined)	-5%	1.3%	-15%	2%	1%
COc1cccc(-n2cnc3c(sc4nc(N5CCOCC5)c5c(c43)CCCC5)c2=O)c1	?	8.1%	6%	-5%	1%
CN(C)c1ccc2c(c1)N=C(c1ccco1)OP2(=S)N1CCOCC1 (centres undefined)	-6%	i	13%	2%	-4%
COc1ccc(CCNC(=S)NC(=O)/C=C/c2ccc(C)cc2)cc1OC	-2%	i	18%	-1%	-2%
CCn1c(SCC(=O)Nc2ccccc2C(=O)OC)nnc1-c1ccoc1C	0%	2.4%	0%	2%	4%

4 records drawn at random from the list so far, as already listed:
SMILES	H37Rv inhibition	inhibitors of VEEV	M. tuberculosis	Salmonella PhoP GFP	H1N1 NS1A inhibition	others
COc1cccc(/C(O)=C/c2nc3ccc(C(=O)NCCc4ccc(Cl)cc4)cc3[nH]c2=O)c1	·	8.7%	·	·	3%
Cc1ccnc(NC(=O)c2ccc3[nH]c(=O)c(=O)[nH]c3c2)c1	-1%	1.8%	-13%	5%	-1%
COc1ccc2c(c1)c(CCNNC(=O)C(C)(C)C)c(C)n2C(=O)c1ccc(Cl)cc1	-1%	4.4%	24%	5%	19%
O=C(NC1c2ccccc2-c2ccccc21)c1ccccc1	5%	i	5%	-7%	6%

New compounds follow
SMILES	H37Rv inhibition	inhibitors of VEEV	M. tuberculosis	Salmonella PhoP GFP	H1N1 NS1A inhibition	others
Cc1c(NC(=O)c2ccc(CN3CCc4ccccc4C3)cc2)c(=O)n(-c2ccccc2)n1C	0%	i	-10%	2%	12%	inhibitors of VEEV 10K pilot screen=0.7
CC(=O)C1=C(C)NC(=O)NC1/C=C/c1ccccc1 (centres undefined)	0%	1.9%	1%	-1%	4%
COc1cccc(N2CCN(C(=O)CCCCCn3c(=S)[nH]c4cc5c(cc4c3=O)OCO5)CC2)c1	1%	1.9%	13%	1%	-1%
CCOC(=O)C1Nc2ccc(C(F)(F)F)cc2C2C=CCC12 (centres undefined)	36%	4.4%	-2%	6%	4%
